Screening data (PubChem)
GSTO1 counter: GSTO1 inhibition, counter-screen for RBBP9 inhibitors; hit rate 1.1% among 300,000; recombinant GSTO1, activity-based probe fluorescence polarization; P78417; inhibition, % at 5.96 µM;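 active = inhibition above the campaign mean inhibition plus 3 SD, cut at about 35% in these data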;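 note: 0% = GSTO1-1 with DMSO and 100% = wells lacking GSTO1-1 enzyme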
pPAFAH FP inh: inhibitors of human plasma PAF acetylhydrolase (pPAFAH) | Q13093 | hit rate 1.5% among 330,000 | recombinant pPAFAH, FP-rhodamine probe fluorescence polarization | inhibition, % at 3.39 µM;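 active = inhibition above the mean inhibition across the screen plus 3 SD, cut at about 25% in these data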;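 note: inhibitors block binding of the rhodamine activity-based probe so polarization drops; 0% = enzyme with DMSO and 100% = wells lacking pPAFAH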
PREPL inhibitor: inhibits the human prolyl oligopeptidase-like enzyme | Q4J6C6 | recombinant PREPL, fluorescence polarization activity-based probe | inhibition, % at 5.96 µM | hit rate 0.68% among 320,000 | AID 2751; in the data active = inhibition above about 43%;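 note: 0% = enzyme with DMSO and 100% = wells lacking enzyme; many of its hits are not listed in these tables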
PAFAH1B2 inh: PAFAH1B2 (human) inhibition; recombinant PAFAH1B2, FP-rhodamine activity probe, fluorescence polarization; inhibition, % at 3.39 µM; P68402; AID 492953; hit rate 1.2% among 340,000;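 active = inhibition above the mean of all tested compounds plus 3 SD, cut at about 24% in these data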;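 note: 0% = enzyme with DMSO and 100% = wells lacking PAFAH1B2; many of its hits are not listed in these tables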
LYPLA1 inh: LYPLA1 (human) inhibition in PME1 counter-screen; hit rate 0.16% among 320,000; O75608; inhibition, % at 5.9 µM; recombinant LYPLA1, FP-Rh probe fluorescence polarization;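 active = inhibition above the mean of all tested compounds plus 3 SD, set per campaign, cut at about 14% in these data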;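 note: inhibitors block serine hydrolase probe labeling of LYPLA1 so polarization falls; 0% = enzyme with DMSO and 100% = wells lacking LYPLA1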
LYPLA2 inh: LYPLA2 (human) inhibition in PME1 counter-screen. O95372. recombinant LYPLA2, FP-Rh probe fluorescence polarization. inhibition, % at 5.9 µM. hit rate 0.38% among 320,000. AID 2177;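 active = inhibition above the screen-wide mean plus 3 SD, limit set per campaign, cut at about 26% in these data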;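 note: 0% = LYPLA2 with DMSO and 100% = wells lacking LYPLA2 enzyme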
Target sequence (O95372 whole entry, looked up): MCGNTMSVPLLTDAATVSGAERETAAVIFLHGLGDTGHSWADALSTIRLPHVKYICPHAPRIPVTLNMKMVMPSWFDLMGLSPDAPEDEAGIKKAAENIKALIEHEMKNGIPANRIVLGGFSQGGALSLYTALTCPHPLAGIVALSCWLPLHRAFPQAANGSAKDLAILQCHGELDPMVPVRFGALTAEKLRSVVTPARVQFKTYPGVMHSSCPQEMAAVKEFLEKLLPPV
PAD4 inh: blocks human protein arginine deiminase 4; Q9UM07; hit rate 0.41% among 330,000; recombinant PAD4, RCA probe fluorescence polarization; inhibition, % at 6.36 µM;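 active = percent inhibition above a cutoff equal to the mean of all tested compounds plus 3 SD, cut at about 15% in these data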;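 note: 0% = PAD4 with RCA probe and DMSO and 100% = probe without PAD4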
Target sequence (Q9UM07 whole entry, looked up): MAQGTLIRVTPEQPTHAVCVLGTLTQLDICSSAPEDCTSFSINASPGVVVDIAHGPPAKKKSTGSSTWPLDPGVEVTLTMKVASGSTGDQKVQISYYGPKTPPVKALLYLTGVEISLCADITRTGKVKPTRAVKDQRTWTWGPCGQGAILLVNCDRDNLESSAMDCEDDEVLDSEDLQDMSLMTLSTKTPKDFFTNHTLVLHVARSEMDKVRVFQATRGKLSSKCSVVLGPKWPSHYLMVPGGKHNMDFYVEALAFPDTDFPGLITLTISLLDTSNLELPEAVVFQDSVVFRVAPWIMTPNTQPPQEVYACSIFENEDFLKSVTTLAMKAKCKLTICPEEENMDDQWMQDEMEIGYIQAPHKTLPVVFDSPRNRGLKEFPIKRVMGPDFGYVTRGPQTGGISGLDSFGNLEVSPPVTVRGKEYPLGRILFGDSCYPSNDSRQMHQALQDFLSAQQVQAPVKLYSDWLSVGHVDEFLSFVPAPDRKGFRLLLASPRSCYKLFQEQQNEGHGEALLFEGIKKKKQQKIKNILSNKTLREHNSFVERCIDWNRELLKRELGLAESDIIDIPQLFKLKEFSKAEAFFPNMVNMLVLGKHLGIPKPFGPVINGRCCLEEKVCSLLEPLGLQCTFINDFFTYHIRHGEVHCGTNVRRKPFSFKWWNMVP
PAFAH1B3 inh: blocks human PAF acetylhydrolase 1B catalytic subunit 3; Q15102; recombinant PAFAH1B3, FP-rhodamine probe, fluorescence polarization; inhibition, % at 3.39 µM; hit rate 0.28% among 340,000; AID 492972;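 active = inhibition above the screen-wide average of all tested compounds plus 3 SD, cut at about 25% in these data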;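 note: 0% = enzyme with DMSO only and 100% = wells lacking PAFAH1B3 protein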
PME-1 primary: blocks human protein phosphatase methylesterase 1; recombinant PME-1, FP-Rh probe fluorescence polarization; inhibition, % at 5.9 µM; hit rate 0.53% among 320,000;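 active = inhibition above the campaign mean of all compounds plus 3 SD, cut at about 26% in these data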;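 note: competitive labeling of PME-1 active site by serine hydrolase directed probe; 0% = PME-1 with DMSO and 100% = wells lacking PME-1 enzyme; inhibitors block probe labeling so polarization falls and inhibition rises; many of its hits are not listed in these tables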
Starred values were filed as active, the others as inactive; . = not tested or not shown.

SMILES	GSTO1 counter	pPAFAH FP inh	PREPL inhibitor	PAFAH1B2 inh	LYPLA1 inh	LYPLA2 inh	PAD4 inh	PAFAH1B3 inh	PME-1 primary
COc1ccc(-n2nnnc2SCC(=O)c2ccc3c(c2)OCCO3)cc1	0	-3	3	-2	-2	4	-1	-6	-6
O=S(=O)(c1ccc2c(c1)OCCO2)N1CCC(n2cnc3cc(F)ccc32)CC1	6	2	-56	-1	1	16	-3	-4	6
Cc1ccc(S(=O)(=O)Cn2nnnc2CN(Cc2ccco2)Cc2cccs2)cc1	16	4	9	13	1	-1	-4	3	2
CC[C@]12c3[nH]c4ccc(OC)cc4c3CCN1C(=O)C(CC(=O)NC/C=C(\C)CCC=C(C)C)C[C@@H]2C(=O)N1CCN(C(=O)c2ccco2)CC1 (stereo partly specified)	.	8	.	2	.	.	0	6	.
O=c1[nH]c2cc3c(cc2cc1CN(CCN1CCOCC1)C(=S)NCC1CCCO1)OCO3 (stereo unspecified)	0	1	2	4	2	6	-6	1	0
O=C(O)c1cc(NS(=O)(=O)c2cccs2)cc(NS(=O)(=O)c2cccs2)c1	.	3	3	25*	-1	2	-2	3	2
CC(NC(=O)COC(=O)c1ccc(CO)cc1)C1CC2CCC1C2 (stereo unspecified)	.	1	4	2	4	-2	-1	2	-3
COc1ccccc1NC(=O)c1sc2ncn(Cc3cccc4ccccc34)c(=O)c2c1C	-7	0	4	-12	-16	-27	-7	-10	-21
C=CCN(CC=C)C(=O)c1ccc2nc(Cc3ccc(OC)c(OC)c3)oc2c1	1	0	1	-3	-3	5	-2	5	4
Cc1cc(Cl)ccc1NC(=O)NC1CCN(S(=O)(=O)c2ccc(F)cc2)CC1	7	-3	15	6	0	-3	2	4	3
CN1CCc2c(sc(/N=C/c3c[nH]c4ccccc34)c2C#N)C1	7	11	30	.	-3	-3	-8	.	16
COc1ccc(C)cc1Nc1ccc(C(=O)O)cc1[N+](=O)[O-]	-6	2	-3	5	5	3	-1	4	-2
Cc1ccc(OC(=O)c2cc3ccccc3o2)cc1	8	3	13	0	1	5	4	4	-5
CCCC(=O)Nc1cc(C)c(NC(=O)Cc2ccccc2)cn1	-5	-1	15	.	1	-6	-4	.	-1
COc1cc(OC)cc(-c2ncc3ccccn23)c1	4	6	-12	-6	0	2	-9	0	2
N/C(=N\c1nc2c(c(=O)[nH]1)CCC2)Nc1ccccc1C(F)(F)F	3	0	3	4	-5	-8	-1	1	5
COc1ccc(/C=C2/SC(=S)N(n3c(C)ccc3C)C2=O)cc1	2	9	-5	2	-4	-6	-9	6	-4
COc1cc(/C=N/Nc2nc(Nc3ccccc3)nc(N3CCOCC3)n2)ccc1OC(=O)c1ccco1	-4	-1	15	-10	-25	-41	-2	-8	-39
COCCNC(=S)N1CCC(NC(=O)C23CC4CC(CC(C4)C2)C3)CC1	1	4	6	6	0	2	0	7	-1
Cc1oc(-c2ccccc2)nc1C(=O)O	-2	1	-3	2	-2	-4	-2	5	-2
COc1ccccc1Oc1ncnc2c1cnn2-c1ccccc1	8	8	-4	0	3	8	-1	3	2
ONC(=Nc1ccccc1Cl)c1c(F)cccc1F	10	3	8	4	0	1	-2	1	-2
CN(C(=O)COC(=O)c1cc2ccccc2cc1O)c1ccccc1	.	4	19	3	.	.	-1	1	.
CCc1ccc(C(=O)COC(=O)CNC(=O)c2ccco2)cc1	4	3	2	8	-1	0	1	5	2
CC1=C(C(=O)OC2CCCC(C)C2)C(c2ccccc2)NC(=O)N1 (stereo unspecified)	-18	3	12	6	-4	-3	-3	8	-1
CCOc1ccccc1/C=N/Nc1ccc(Cl)nn1	-5	4	0	2	2	1	2	-4	6
CSc1ncccc1C(=O)NCC(=O)Nc1ccc(F)c(F)c1	-3	0	3	-3	-2	-6	-4	-7	6
CC12CCC(=O)N1C(C(=O)OCC(=O)Nc1ccc(S(N)(=O)=O)cc1)CS2 (stereo unspecified)	5	-5	10	3	0	-4	3	10	-9
CCOC(=O)/C=C/C(=O)OCC(=O)Nc1cccc(Br)c1	-4	5	25	3	0	1	0	6	-6
COc1ccc(-n2c(C)cc(C(=O)CN3C(=O)C(=O)N(Cc4ccccc4)C3=O)c2C)cc1	0	5	4	5	-3	-3	-3	8	0
C/C(=N\Nc1nc(C)cc(-c2ccccc2)n1)c1ccccc1	4	4	6	1	1	-5	3	10	0
O=C1CNC(=S)N1Cc1ccccc1Cl	-11	1	-12	4	-1	-10	-8	5	8
CN(C)/C=C(\C#N)C(=O)Nc1ccc(F)cc1	1	1	-4	-4	2	7	-1	-5	0
COc1ccc(N2C(=O)C3CCCN3C2c2ccc(F)cc2)cc1Cl (stereo unspecified)	2	0	-5	-4	-1	1	-2	-3	-4
Nc1cc(Cl)ccc1C(=O)OCC(=O)NC1CCCCCCC1	.	7	10	1	-5	-14	2	0	-1
Cc1nc([N+](=O)[O-])c(SCC(N)=O)n1Cc1ccccc1	1	-4	3	-2	-6	-5	5	-2	5
COc1ccc(-c2cc(C3CCN(c4ccc(C(C)=O)cc4[N+](=O)[O-])CC3)[nH]n2)cc1	-5	2	23	1	-3	37*	0	-1	-5
Cc1cc(C(=O)NN=C(Cc2ccccc2)Cc2ccccc2)c(C)o1	11	-9	-4	6	-6	-5	2	1	-9
O=C(Nc1ccc(CN2CCS(=O)(=O)CC2)cc1)c1ccccc1	4	0	10	-1	0	-3	-3	1	-6
Nc1c(NC2CCCCC2)c2ccccc2oc1=O	3	-1	6	4	-1	3	3	9	-3
CCOc1ccc2nc(NC(=O)C3=NNC(=O)CC3)sc2c1	8	1	4	4	-6	0	5	9	4
CC1(c2nnc(Cc3ccccc3)o2)CC(c2cccc(Cl)c2)=NO1 (stereo unspecified)	-1	3	-79	3	-2	25	-4	7	5
CCN(CC)S(=O)(=O)c1ccc(OC)c(NC(=O)/C=C/c2ccco2)c1	-3	6	-17	0	-3	-5	-2	-3	5
C/C(=N\Nc1ccc(S(N)(=O)=O)cc1[N+](=O)[O-])c1ccccc1O	-3	-2	18	-2	-4	-13	3	2	-6
CC(C)Oc1ccc(C(=O)N(CN2CCCC2=O)c2ccc(F)cc2)cc1	3	4	5	1	-1	-6	-1	2	2
COC(=O)C(NC(=O)c1ccco1)(Nc1cc(C)ccn1)C(F)(F)F (stereo unspecified)	-5	2	-5	-4	-3	-2	0	4	5
COCC(=O)Nc1ccc2nc3n(c(=O)c2c1)CCCCC3	9	1	-1	0	2	11	-6	3	5
COC(=O)CSc1nnc(-c2ccc(S(=O)(=O)N3CCCC3)cc2)n1C	-6	2	3	3	2	5	-1	1	-3
CCN(C(=O)CSc1nnc(Cn2nnc3ccccc32)o1)c1nc(C)cs1	11	1	0	0	1	7	1	6	2
COc1ccc(NC2CCCN(C(=O)c3ccc4[nH]c(C)c(C)c4c3)C2)cc1OC (stereo unspecified)	2	1	22	5	1	2	-4	10	14
The list continues:
SMILES	GSTO1 counter	pPAFAH FP inh	PREPL inhibitor	PAFAH1B2 inh	LYPLA1 inh	LYPLA2 inh	PAD4 inh	PAFAH1B3 inh	PME-1 primary
CC(=O)Nc1ccc(OC(=O)COc2ccc(Br)cc2)cc1	-1	8	-1	15	1	1	-3	0	-3
CCc1ccc(CN(C)C(=O)c2cc(S(=O)(=O)N3CCN(CC)CC3)ccc2Cl)cc1	1	0	11	3	3	5	-7	-3	7
CC(=O)Nc1ccc(S(=O)(=O)NC(CC(=O)N(C)Cc2ccccc2)C(C)C)cc1 (stereo unspecified)	0	18	4	-1	1	1	-7	5	4
Cc1ccccc1NC(=O)CC1(c2ccc(N(C)C)cc2)C(=O)c2ccccc2C1=O	2	8	13	9	2	0	-3	2	1
COc1ccc(NS(=O)(=O)c2cccc(C(=O)NNC(=O)c3ccc(O)c(Cl)c3)c2)cc1	.	10	-4	1	-3	-4	2	6	3
COc1ccccc1NC(=S)Nc1cccc2cnccc12	8	4	13	4	-5	12	-14	-3	-4
CSc1ccc(CN2CCCC(N3CCN(c4ccccc4)CC3)C2)cc1 (stereo unspecified)	5	-2	-6	5	0	1	2	11	-3
CCn1c(SC(C)C)nnc1-c1cc(-c2ccccc2)sc1N	13	19	27	-1	3	5	0	-1	2
CC(C(=O)N1CCCc2ccccc21)N1CCN(c2ccccn2)CC1 (stereo unspecified)	-7	-4	13	2	1	2	0	-5	3
Cc1ccc(OCC(=O)Nc2ccc(N3CCCC3)cc2)cc1C	14	30*	-4	3	3	0	0	11	0
COc1ccc(CCNC(=O)COC(=O)C23CC4CC(CC(C4)C2)C3)cc1	15	1	-8	22	-1	3	0	0	-2
c1ccc2cc3[nH]c(CN4CCCCC4)nc3cc2c1	4	4	13	4	3	3	-9	3	7
Cc1ccc(C(=O)NNC(=O)c2ccc(Br)s2)cc1S(=O)(=O)N1CCOCC1	.	5	21	1	0	-3	1	4	-6
Cc1ccc(C(=O)N/C(=C\c2cccs2)C(=O)NCCc2ccccn2)cc1C	6	2	2	6	1	3	-3	5	-5
CCOc1ccccc1NC(=O)C(OC(=O)c1ccccc1O)c1ccccc1 (stereo unspecified)	4	2	9	4	-1	-4	1	2	-7
O=c1[nH]c(=O)n(C2CCCO2)cc1Br (stereo unspecified)	-1	-3	22	3	0	-1	-9	4	0
Cc1noc(NS(=O)(=O)c2ccc(N/C=C\C(=O)c3cccs3)cc2)c1C	5	0	15	11	-1	-3	-8	1	6
CN(C)C(=O)c1coc2nc3ccccc3nc12	-17	11	17	7	0	-2	-94	1	1
Cn1c(=O)c(C=Nc2ccccc2)c(O)c2ccccc21	1	6	-3	.	-2	1	-1	.	1
Nc1ccccc1Sc1cc(Cl)nnc1Cl	3	5	18	4	6	7	-1	0	-1
COc1ccc(OCCOCCN2CCOCC2)cc1	-1	-5	11	3	1	7	-2	2	-3
CCCCn1c(N)c(N(CCOC)C(=O)CSc2ccc([N+](=O)[O-])cc2)c(=O)[nH]c1=O	.	-1	18	2	-1	8	0	0	4
COc1ccc(NC(=O)NNC(=O)c2ccc(-c3ccccc3)cc2)cc1	4	8	5	-6	-3	1	-1	2	-4
CN1C(C(=O)NCC2CC2)CC2Cn3c(nc4ccccc43)C21 (stereo unspecified)	1	-5	8	-4	2	-6	-11	4	-3
Cc1ccc(N(CCC(=O)O)S(=O)(=O)c2ccc(C)cc2)cc1	4	4	-4	0	2	-2	3	-7	3
O=C(NCc1ccccc1)c1ccc[n+]([O-])c1	0	1	-9	3	-3	-2	0	8	-1
Cc1[nH]c2ccc(C(=O)N3CCCCC3)cc2c1C	-7	-1	30	1	0	3	-3	18	6
O=C(CN1CCN(C(=O)CNC(=O)c2ccc3c(c2)OCO3)CC1)Nc1ccccc1Cl	.	-2	12	3	1	13	-6	14	0
O=C(Nc1cc(C(F)(F)F)ccc1F)C1CCC1	-3	-1	-9	8	-4	-3	2	-3	-2
O=C(Nc1ccc2c(c1)CCC2)c1cnn2c1NC(c1ccco1)CC2C(F)(F)F (stereo unspecified)	3	0	4	-18	-2	-5	-1	-14	-14
CCn1c(SCc2nc3cc(OC)c(OC)cc3c(=O)[nH]2)nc2ccccc21	1	3	-4	0	0	1	0	2	3

This is a subset; rates above refer to the full screens.
